Bcl-W Bim block: human Bim-Bcl-W interaction inhibition; Q92843; bead-based flow cytometry, Bim peptide-Bcl-W binding; inhibition, % at 10 µM; 0.02% of 190,000 active;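 note: 0% = bound tracer without compound and 100% = peptide blocker; higher means less fluorescent Bim peptide bound to Bcl-W beads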
Target sequence (Q92843 whole entry, looked up): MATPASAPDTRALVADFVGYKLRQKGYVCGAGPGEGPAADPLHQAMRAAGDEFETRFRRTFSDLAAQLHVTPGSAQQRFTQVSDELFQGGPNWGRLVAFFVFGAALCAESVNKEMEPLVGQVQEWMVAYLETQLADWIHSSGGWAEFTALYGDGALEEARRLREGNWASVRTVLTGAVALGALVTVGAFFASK
Mcl1 Bid PPI: disrupts binding of human Mcl-1 to Bid peptide; Q07820; TR-FRET Mcl-1/Bid-Dy647 peptide binding, 1536-well; inhibition, % at 21.7 µM; 0.97% of 220,000 active; AID 1021;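 active = compounds that cut the binding signal by more than half at the single screening dose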;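 note: His-tagged Mcl-1 with europium anti-His antibody binding Bid BH3 peptide; 0% = Mcl-1 plus peptide wells and 100% = peptide-only wells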
Bim-Bcl-B: human Bim-Bcl-B interaction inhibition | bead-based flow cytometry, Bim peptide-Bcl-B binding | inhibition, % at 10 µM | 0.073% of 190,000 active | AID 951;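 note: 0% = tracer peptide without compound and 100% = reference inhibitor peptide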
RGS8-Gao reg: modulates binding of RGS8 to human Galphao | multiplexed bead flow cytometry; actives lie on both sides | response (percent of control binding), % at 10 µM | 0.34% of 220,000 active; in the data active = response below about 60% or above about 140%; inactive = in between;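 note: Galphao activated as the GDP aluminium fluoride complex binding bead-coupled RGS8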
Target sequence (P09471 whole entry, looked up): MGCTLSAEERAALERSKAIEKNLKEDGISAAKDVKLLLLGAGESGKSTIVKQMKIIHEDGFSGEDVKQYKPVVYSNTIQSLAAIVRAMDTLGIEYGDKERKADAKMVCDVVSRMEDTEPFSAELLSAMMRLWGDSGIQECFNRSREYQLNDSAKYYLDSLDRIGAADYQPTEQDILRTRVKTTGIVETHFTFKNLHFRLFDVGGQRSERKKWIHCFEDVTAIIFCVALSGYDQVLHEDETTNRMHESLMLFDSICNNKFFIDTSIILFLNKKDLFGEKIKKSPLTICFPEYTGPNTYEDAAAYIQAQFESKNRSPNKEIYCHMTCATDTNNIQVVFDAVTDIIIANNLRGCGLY
Bcl-2 Bim block: disrupts Bim peptide binding to human Bcl-2 | 0.06% of 190,000 active | Bead-based flow cytometry, Bim peptide-Bcl-2 binding | AID 950 | P10415 | inhibition, % at 10 µM; in the data active = inhibition above about 40%; inconclusive = no clear call, values can overlap the other calls;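 note: 0% = no compound wells with probe peptide and 100% = reference peptide inhibitor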
Target sequence (P10415 whole entry, looked up): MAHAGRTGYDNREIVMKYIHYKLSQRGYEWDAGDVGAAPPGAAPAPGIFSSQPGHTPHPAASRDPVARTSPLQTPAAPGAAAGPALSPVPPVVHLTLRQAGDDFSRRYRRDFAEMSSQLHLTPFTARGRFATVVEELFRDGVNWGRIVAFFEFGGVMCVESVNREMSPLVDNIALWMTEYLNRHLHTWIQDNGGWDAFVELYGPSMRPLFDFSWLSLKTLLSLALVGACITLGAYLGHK
Mcl-1 Bim block: disrupts Bim peptide binding to human Mcl-1; Bead-based flow cytometry, Bim peptide-Mcl-1 binding; Q07820; 0.1% of 190,000 active; inhibition, % at 10 µM;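 note: 0% = no compound tracer wells and 100% = peptide blocker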
GSH fluor: GSH bead compound fluorescence profile; AID 1776; fluorescence (KMESF) at 10 µM; GSH beads flow cytometry, compound fluorescence 488/530 nm; active compounds read high; 0.25% of 190,000 active; in the data active = fluorescence above about 89;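 note: glutathione beads carrying GST-tagged Bcl family fusion proteins plus one bare bead set; values are compound well signal with DMSO vehicle wells as background; inactives centre near 16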
RGS7-Gao reg: modulates binding of RGS7 to human Galphao. P09471. Multiplexed bead flow cytometry; actives lie on both sides. binding response (% of control), % at 10 µM. 0.35% of 220,000 active. AID 1439; in the data active = binding response below about 49% or above about 150%; inconclusive = no clear call, values can overlap the other calls; inactive = in between;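 note: fluorescent Galphao held in activated GDP-AlF4 state binding bead-coupled RGS7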
RGS4-Gao reg: human RGS4-Galphao interaction regulation; P09471; Multiplexed bead flow cytometry, RGS4-Galphao binding; actives lie on both sides; binding response (% of control), % at 10 µM; 0.33% of 220,000 active; AID 1415; in the data active = binding response below about 49% or above about 150%; inactive = in between;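 note: fluorescent Galphao activated with aluminum fluoride binding bead-coupled RGS4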
Bim-Bcl-XL: human Bim-Bcl-XL interaction inhibition; Q07817; Bim peptide-Bcl-XL binding, bead flow cytometry, fluorescence; inhibition, % at 10 µM; 0.04% of 190,000 active
Bim-Bfl-1: disrupts Bim binding to human Bfl-1 | AID 1008 | inhibition, % at 10 µM | 0.12% of 190,000 active | Bead-based flow cytometry, Bim-Bfl-1 binding inhibition | Q16548;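 note: 0% = wells without compound plus tracer and 100% = blocker peptide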
Starred values were filed as active, the others as inactive; ? = inconclusive; [ ] = another dose, or the depositor's remark. Cut-off read from the data, not from the text of the source, unless noted: active = inhibition above about 40%.

SMILES	Bcl-W Bim block	Mcl1 Bid PPI	Bim-Bcl-B	RGS8-Gao reg	Bcl-2 Bim block	Mcl-1 Bim block	GSH fluor	RGS7-Gao reg	RGS4-Gao reg	Bim-Bcl-XL	Bim-Bfl-1
CCc1nc2ccccc2c(C(=O)OCc2nnc(-c3ccccc3)o2)c1C	2	5	-4	101	-4	0	71	102	99	-3	-3
O=C(CSc1ncnc2c1oc1ccccc12)Nc1nccs1	0	21	-7	132	-5	0	16	155*[activator]	146	0	0
COc1ccc(CNC(=O)C(C)OC(=O)c2cccn2C)cc1 (stereo not drawn)	-2	-59	-17	94	-2	-61	36	94	95	4	1
O=C(Nc1ccc(S(=O)(=O)Nc2ccc(Cl)cc2)cc1)C1CCCO1 (stereo not drawn)	-1	-4	-6	99	-7	0	32	104	107	-6	-9
Cc1nn(C)c(C)c1N=Cc1c(O)ccc2ccccc12	2	-11	-8	100	-6	0	58	102	103	-15	-11
Cc1ccc(CNC(=O)CC2Nc3c4ccccc4nc(=S)n3C2=O)cc1 (stereo not drawn)	-1	-37	-6	98	4	-2	13	104	100	-1	3
Cc1cc(C(=O)CSc2nnc(C3COc4ccccc4O3)n2C)c(C)n1-c1ccc(F)cc1 (stereo not drawn)	-1	-23	4	98	1	-2	15	98	97	-2	0
CN(C)S(=O)(=O)c1cc(NC2CC(=O)N(c3ccc(F)cc3)C2=O)ccc1Cl (stereo not drawn)	-7	-18	-2	104	-1	-2	11	102	102	-2	-7
CC(C)(C)C1CCc2c(sc(NC(=O)c3ccco3)c2C(N)=O)C1 (stereo not drawn)	-3	-15	-6	106	-2	-2	11	105	105	-4	0
C/C(Cc1ccccc1)=N\NC(=O)CNC(=O)c1ccccc1	-2	9	-4	100	-5	0	13	104	102	-4	-6
Cc1ccc(C(=O)N2CCOCC2)cc1S(=O)(=O)Nc1cccc(C)c1C	0	3	-5	105	-6	1	26	105	104	-4	-15
CCOc1ccc(NC(=O)CCn2c(=O)[nH]c3ccsc3c2=O)cc1	0	-23	-4	103	-10	1	53	101	102	-8	-6
Cc1cc(=O)n2c(C(=O)Nc3ccc(C)c(C)c3)c(C(=O)Nc3ccccc3)sc2n1	-1	-5	-3	102	-1	-3	69	100	102	-2	1
COc1ccc(S(=O)(=O)N(C)CC(=O)NC2CCCCC2)cc1Cl	-2	-1	1	100	2	-2	19	99	97	-3	0
COc1cc(SC)ccc1C(=O)Nc1ccc(C)cc1C	-6	-36	-16	95	-10	-9	16	86	89	-12	-8
Cc1ccccc1SCC(=O)Nc1ccc(N2CCOCC2)cc1	-3	-53	-1	101	1	-2	69	100	102	-2	3
CCc1nn2c(=O)cc(COc3ccc(/C=C4\C(=N)N5N=C(C)SC5=NC4=O)cc3)nc2s1	2	-49	5	97	0	2	12	73	90	1	-3
CCOC(=O)C1=C(c2ccccc2)N=C2SCC(=O)N2C1c1ccc(OC)c(OC)c1 (stereo not drawn)	2	10	-5	100	-8	0	49	96	98	1	-10
Fc1ccc(OCc2nc(-c3ccncc3)n[nH]2)cc1	2	-3	-1	99	0	0	19	96	93	-1	-3
Cc1ccc(N=C2NC(=O)/C(=C/c3cccs3)S2)cc1C	-7	-22	-11	101	-8	-4	17	103	99	-6	-13
N#Cc1cccc(NC(=O)N2CCC(c3nc4c(nnn4Cc4cccc(Cl)c4)c(=O)[nH]3)CC2)c1	-2	9	-1	102	-5	-2	15	98	98	-2	-2
Cc1ccc2cc(C(c3nnnn3Cc3ccccc3)N3CCc4ccccc43)c(=O)[nH]c2c1C (stereo not drawn)	1	-7	-5	94	-8	1	52	93	87	-1	-11
CN(C)CCNC(=S)Nc1cccc(Cl)c1	-1	-8	-5	12*	0	-1	19	14*	22*	-5	0
O=C(NCCN1CCOCC1)c1ccc(CSc2nc3ccncc3n2Cc2ccc(F)cc2)cc1	-2	-35	-7	101	-5	-2	17	106	102	-2	-8
COc1cc(C(=O)Nc2ccc(Cl)c(C(F)(F)F)c2)cc(OC)c1OC	0	-1	0	103	0	1	20	101	100	-2	0
N#C/C(=C\c1cc2ccccc2nc1N1CCOCC1)C(=O)Nc1ccc(N2CCOCC2)cc1	-5	-24	-3	99	-18	-8	8	98	97	-7	-14
COCCNC(=O)c1ccc(N2CCCCC2)c(NS(=O)(=O)c2ccc(C)cc2)c1	1	-36	-11	97	-10	-2	31	99	101	-5	-13
COCCSc1nnc(NS(=O)(=O)Cc2ccccc2)s1	0	-4	-4	101	-2	0	76	98	98	-1	-9
CCCCCCSC1=C(C#N)C(=O)NC2(CCCCC2)S1	-5	-23	-6	90	3	-6	17	95	99	-7	0
CCn1c(C)csc1=NC(=O)c1ccccc1O	0	-31	-6	101	-9	5	57	95	98	0	-12
CN(CCNC(=O)CCNC(=O)Cn1ccc2ccccc2c1=O)Cc1ccccc1	-13	-35	-4	101	-2	-10	31	103	103	-9	-15
Cc1ccc(C)c(CSc2nnc(-c3ccccn3)n2N)c1	0	-2	-5	112	-5	-2	39	107	111	-5	-8
COc1cc(/C=N/NC(=O)c2ccc(=O)[nH]n2)ccc1O	4	-12	6	101	5	4	11	99	99	9	4
CCOC(=O)C1=C(C)NC(C)=C(C(=O)OCC)C1c1cc(N)ccc1OC(F)F	1	-31	-11	104	-15	-1	15	104	104	-5	-13
O=C(CCSc1ccc(Cl)cc1)N1CCCCCC1	-2	-4	-9	102	-9	-6	23	99	103	-7	-19
O=C(COc1ccccc1)Nn1c(-c2ccccc2)nc2ccccc2c1=O	0	2	3	99	4	1	7	99	99	0	2
CC(C)(C)c1cc(NC(=O)CSc2nnc(NCc3ccccc3)s2)n(-c2ccccc2)n1	-5	-14	-5	99	-4	-4	12	99	103	-1	-2
CCN(CC)c1ccc2c(Nc3ccccc3)c(C=O)c(=O)oc2c1	-1	-10	-4	106	-4	0	17	101	100	-2	-5
COc1cccc(OC)c1C(=O)Nc1ccc(NC(=O)c2ccco2)cc1	-1	-6	-11	105	-10	0	32	102	102	0	-17
Cc1ccc(CNC(=O)CN(c2cccc([N+](=O)[O-])c2)S(=O)(=O)c2ccccc2)cc1	1	1	-4	81	-5	-2	9	95	95	-4	-3
CCOC(=O)C1CCCN(C(=O)c2cc3c(C)nc4ccccc4c3o2)C1 (stereo not drawn)	-1	-16	-7	101	-7	-1	23	98	102	-4	-12
CC(C)(C)c1ccc(C(=O)NCc2nnc(SCC(=O)N3CCCc4ccccc43)n2-c2ccccc2)cc1	-2	-16	-9	103	-8	1	15	106	100	-8	-13
O=C(C1=C[C@H](C2CC2)C[C@H](OCCCCO)O1)N1CCOCC1	-1	-16	-3	103	1	0	17	101	102	0	-5
Cc1nc(-c2ccccn2)sc1C(=O)O	2	-1	-4	102	-2	0	58	102	101	0	-8
COCC(C)NC(=O)CCSc1nc(-c2ccc(OC)cc2)cc(C(F)(F)F)n1 (stereo not drawn)	-3	-4	-3	101	0	0	13	100	100	-1	1
CCOC(=O)CN(c1cc([N+](=O)[O-])ccc1OC)S(C)(=O)=O	-1	3	-3	105	-3	0	20	108	107	-3	-4
CC(NC(=O)/C(=C/c1ccc2c(c1)OCO2)NC(=O)c1cccc([N+](=O)[O-])c1)C(=O)O (stereo not drawn)	-6	-27	-2	105	0	0	18	103	106	-5	-4
Nc1[nH]c(=S)[nH]c(=O)c1-c1ccccc1	-4	-30	-9	104	-10	-2	23	106	106	-5	-6
O=C(Nc1cccc(NC(=O)c2cccs2)c1)c1cccnc1	-1	-24	0	93	1	0	10	?	96	0	-4
O=C(CCCc1ccccc1)Nc1nncs1	0	-6	0	98	-4	-3	17	101	100	0	0

Next part
SMILES	Bcl-W Bim block	Mcl1 Bid PPI	Bim-Bcl-B	RGS8-Gao reg	Bcl-2 Bim block	Mcl-1 Bim block	GSH fluor	RGS7-Gao reg	RGS4-Gao reg	Bim-Bcl-XL	Bim-Bfl-1
O=C(CCSCCC(=O)NCCN1CCOCC1)NCCN1CCOCC1	1	-12	-6	105	-6	0	12	106	104	-3	-8
Cc1nc(N)sc1-c1csc(Nc2ccccc2)n1	0	20	-11	98	-10	-5	38	99	97	-9	-21
C=CCNC(=S)N1CCN(c2ncc3c(=O)c(C(=O)O)cn(CC)c3n2)CC1	-2	-35	-2	101	0	1	31	95	97	-1	1
Nc1ccc(Nc2nc(-c3cccs3)cs2)cc1	-4	-33	0	100	-1	1	14	102	99	-1	-3
Cc1ccccc1N1C(=O)C2ON(c3ccccc3)C(c3ccncc3)C2C1=O (stereo not drawn)	0	-24	-4	99	-6	0	33	98	98	7	-9
CC1(C)NC(=O)N(CCCCOc2ccc(Cl)cc2C=O)C1=O	0	16	-5	101	-4	-2	12	105	100	-2	-1
CSc1nc(N(C)CCO)c2sc3nc(-c4ccco4)c4c(c3c2n1)CCC4	16	93*	2	82	6	8	10	80	67	6	19

One compound at a time, from the list above. Values in the order: Bcl-W Bim block | Mcl1 Bid PPI | Bim-Bcl-B | RGS8-Gao reg | Bcl-2 Bim block | Mcl-1 Bim block | GSH fluor | RGS7-Gao reg | RGS4-Gao reg | Bim-Bcl-XL | Bim-Bfl-1
Cc1nc(N)sc1-c1csc(Nc2ccccc2)n1 is listed with 0 | 20 | -11 | 98 | -10 | -5 | 38 | 99 | 97 | -9 | -21
Nc1ccc(Nc2nc(-c3cccs3)cs2)cc1 is listed with -4 | -33 | 0 | 100 | -1 | 1 | 14 | 102 | 99 | -1 | -3

Screening results from PubChem BioAssay.

Not a hit list; about 1.8% have a hit in one of these screens.
